pAkt_inh: inhibitors of Akt phosphorylation. Neuro2A IGF-stimulated pAkt S473 HTRF, 20 min; stronger effect = lower value. activity change, % for hits at 50 µM. hit rate 0.32% among 360,000. AID 651550; in the data active means activity change below about -80%; inconclusive means mostly about -51% to -80%; further: on the % scale 0 is the no-effect control and ±100 the full control effect
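Neuro2A cells (4,500/well, DMEM with 0.5% FBS) were treated with compound at a single 50 µM final concentration, stimulated with 6 nM IGF for 20 min at 37 °C, and lysed. Phospho-Akt Ser473 was read by HTRF as 665/615 ratio ×10^4.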
CCT_modulator: modulators of cytosolic chaperonin (CCT/TRiC) activity; purified chaperonin ATPase assay, HTRF ADP detection, 30 min; activity change, % (concentration not given with the values), hits read low; hit rate 0.3% among 360,000; AID 651819; in the data active means activity change below about -30%; further: on the % scale 0 is the no-effect control and ±100 the full control effect
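TRiC at 40 or 20 nM final (batch-dependent) in 30 mM Tris pH 7.4, 100 mM KCl, 5 mM MgCl2, 1 mM DTT, with compound at single 76 uM and 10 uM ATP, 30 min at 37 deg C. ADP detected by HTRF Transcreener, 665/615 ratio.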
TGFb_SMAD3_inh: TGF-b pathway inhibition | HepG2 CAGA-GFP TGF-b/SMAD3 reporter, GFP fluorescence, 18 h; TGF-beta stimulated, 500 pg/mL final | Potency, µM (doses to about 46.1 µM), for the others: at the highest dose activity, negative = inhibition, hits mostly inhibitors | hit rate 1.2% among 410,000 | AID 588855; further: potency means the concentration at half of the fitted maximal effect; on the % scale 0 is the no-effect control and ±100 the full control effect; nearly all actives have a fitted effect of over 65% in size
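Read-out: total well GFP (ex488/em500-530) summed from mean per-cell fluorescence. Cells: HEPG2 CAGA-GFP, 1% FBS DMEM, 18 h at 37 degrees C with 500 pg/mL final TGF-beta. Unstimulated wells served as the full-inhibition control; stimulated DMSO wells = 0%.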
Nrf2_block: blocks Nrf2 signaling; A549 ARE-Fluc reporter, luciferase luminescence, 18-24 h; Potency, µM (titrated, usually from 46 µM), without a hit: top-dose activity change, negative = inhibition, actives largely listed as inhibitors; hit rate 2.1% among 360,000; further: potency means the concentration at half of the fitted maximal effect; on the % scale 0 is the no-effect control and ±100 the full control effect; nearly all actives have a fitted effect of over 60% in size
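Cells were seeded and rested 2 h, then exposed to compounds for 18-24 h. CellTiter-Fluor was read first as a viability measure. BugLite was added 15 min before the final luminescent read of ARE-luciferase activity in A549 cells.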
Nrf2_ARE_act: Nrf2 pathway activation; AREc32 ARE-luciferase reporter (MCF7-derived line), luminescence, 24 h; Potency, µM (series often up to 46.1 µM), inactives show at the highest dose activation, most hits filed as activators; hit rate 0.31% among 410,000; AID 624171; further: potency means the concentration at half of the fitted maximal effect; % of control where 0% means no effect; nearly all actives have a fitted effect of over 65% in size
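AREc32 cells carrying an ARE-driven firefly luciferase, 1000 cells/well in OPTI-MEM with 5% FBS, dosed after overnight attachment and incubated 24 hr at 37 deg C. Steady-Glo luminescence read after 30 min at RT.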
ATXN_viability: cell viability loss in ATXN counter-screen. S2 cells (HEK-293 line with an ATXN2-luciferase reporter) viability, CellTiter-Fluor protease fluorescence, 24 h. Potency, µM (top dose mostly 56.7 µM), hits mostly cytotoxic. hit rate 0.49% among 400,000. AID 651635; further: potency means the concentration at half of the fitted maximal effect; nearly all actives have a fitted effect of over 40% in size
A549_tox: A549 cytotoxicity, counter-screen for Nrf2 inhibitors; A549 ARE-Fluc cells, CellTiter-Fluor viability, 18-24 h; Potency, µM (highest dose often 46 µM), for the others: top-dose activity change, negative = cytotoxicity, actives largely listed as inhibitors; hit rate 0.16% among 390,000; AID 504648; further: potency means the concentration at half of the fitted maximal effect; on the % scale 0 is the no-effect control and ±100 the full control effect
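Cytotoxicity counterscreen: CellTiter-Fluor fluorescence was measured in A549 ARE_Fluc cells after 18-24 h of compound exposure in a concentration series. The subsequent BugLite luminescent read reports ARE-luciferase activity.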
HepG2_tox: counter-screen for TGF-b inhibitors: cytotoxicity in HepG2 cells. HepG2 CAGA-GFP viability, ATP luminescence, 18 h. Potency, µM (doses to about 46.1 µM), inactives show at the highest dose activity change, negative = cytotoxicity, usual class: cytotoxic. hit rate 0.76% among 410,000. AID 588856; further: potency means the concentration at half of the fitted maximal effect; some results filed as inactive show a strong effect at the top dose
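CellTiter-Glo luminescence gave cytotoxicity after 18 hours at 37 degrees C. The cells were HepG2 CAGA-GFP in 1% FBS DMEM, stimulated with 500 pg/mL TGF-beta after compound addition. %Activity was normalised to no-cell wells (complete cell-killing) and DMSO (no toxicity), and curves were fitted and classified.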
Active calls of the source: *; i = inactive; ? = inconclusive; [ ] = dose if it differs, or a comment. Unless noted, the call rests on the fitted dose curve; in most records, active means well fitted curve in the direction sought with a large enough effect; inconclusive means small, poorly fitted or top-dose-only effect, or another doubt; inactive means no such curve, though single readings can be large; an effect the other way counts as inactive or inconclusive. A portion of the library. The share of hits here may be higher or lower than overall.

SMILES pAkt_inh CCT_modulator TGFb_SMAD3_inh Nrf2_block Nrf2_ARE_act ATXN_viability A549_tox HepG2_tox
CC(=O)c1ccc2c(c1)N(CCCN(C)C)c1ccccc1S2 i -0.5 32%[activator] 4% 11% ? 2% -23%

Screens as filed in PubChem BioAssay.
